Source: PubChem
CHRM4 antagonist: human M4 muscarinic receptor antagonists, primary screen, CHO cells, Fluo-8 calcium fluorescence. inhibition, % at 3 µM. AID 624125, 2012. Muscarinic acetylcholine receptor M4 (Homo sapiens), P08173. CHO-hM4 cells, ACh EC80. 0.73% of 360,000 active;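 active = inhibition above its plate's cutoff, the mean inhibition of sample wells plus 3 SD, cut at about 27% in these data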;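 note: 0% = acetylcholine EC80 with DMSO and 100% = DMSO without agonist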
CHRM1 antagonist: human M1 muscarinic receptor antagonists, primary screen, CHO-K1 cells, Fluo-8 calcium fluorescence, 1536-well. Muscarinic acetylcholine receptor M1 (Homo sapiens), P11229. CHO-K1 hM1, ACh EC80 antagonist. inhibition, % at 3 µM. 1.3% of 360,000 active;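 active = percent inhibition above its own plate's cutoff, namely the mean of that plate's compound wells plus 3 SD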;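 note: peak over basal fluorescence ratio during 140 s after agonist addition; 0% = ACh EC80 plus DMSO and 100% = DMSO alone without agonist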
Target sequence (P11229 whole entry, looked up): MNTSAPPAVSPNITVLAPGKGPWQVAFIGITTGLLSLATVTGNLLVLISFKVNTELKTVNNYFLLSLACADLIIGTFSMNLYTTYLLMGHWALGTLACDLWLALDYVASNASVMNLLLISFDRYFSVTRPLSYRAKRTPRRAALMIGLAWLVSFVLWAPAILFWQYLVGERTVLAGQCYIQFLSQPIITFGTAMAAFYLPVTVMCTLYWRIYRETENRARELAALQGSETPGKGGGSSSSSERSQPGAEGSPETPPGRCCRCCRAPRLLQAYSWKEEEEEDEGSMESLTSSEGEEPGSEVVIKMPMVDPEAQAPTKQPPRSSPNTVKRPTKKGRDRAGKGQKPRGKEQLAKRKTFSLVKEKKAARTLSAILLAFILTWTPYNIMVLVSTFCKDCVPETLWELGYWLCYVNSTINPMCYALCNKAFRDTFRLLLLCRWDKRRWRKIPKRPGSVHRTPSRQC
CHO parental Ca: ATP-evoked calcium signal inhibitors, parental CHO, primary screen, counter-screen for OX1R antagonist project, cell-based, fluorescence, Fluo-8 calcium dye | 0.63% of 330,000 active | inhibition, % at 5.6 µM | parental CHO-K1, ATP-induced calcium, Fluo-8 fluorescence | AID 463079, 2010;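 active = inhibition above that plate's mean sample inhibition plus 3 SD, cut at about 26% in these data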;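 note: 0% = ATP-challenged DMSO wells and 100% = DMSO wells without ATP; some compounds past the cut are filed as inactive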
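Test system: untransfected parental CHO cell line; also added: ATP stimulus; dosing: 5.6 µM, single dose; signal: calcium-sensitive Fluo-8 fluorescence; measure: percent inhibition of ATP-evoked calcium rise, normalized to controls; benchmarks: low control ATP plus DMSO, high control DMSO only; replication: one well per compound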
M1 ag: human M1 muscarinic receptor agonists, primary screen, Fluo-8 calcium fluorescence, CHO-K1 cells, HTS. Muscarinic acetylcholine receptor M1 (Homo sapiens), P11229. CHO-K1 hM1, agonist mode; 0% DMSO, 100% acetylcholine EC100. activation, % at 3 µM. 0.33% of 360,000 active;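 active = activation above the run's mean compound activation plus 3 SD, cut at about 16% in these data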;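 note: peak over basal fluorescence ratio within a 140 s kinetic read after compound addition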
OXTR potentiate: human OXTR potentiators, primary screen, fluorescence, CHO-OTR cells, Fluo-8 calcium; Fluo-8 calcium fluorescence, potentiator mode; 0% = oxytocin EC15, 100% = EC100; activation, % at 3 µM; 0.061% of 320,000 active;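 active = activation above that plate's cutoff, the mean activation of tested compounds plus 3 SD, cut at about 6.6% in these data, passing the limit was not always enough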;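 note: 100% uses oxytocin at 75 nM as the full agonist control; some results filed as inactive read as strong as hits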
Target sequence (P30559 whole entry, looked up): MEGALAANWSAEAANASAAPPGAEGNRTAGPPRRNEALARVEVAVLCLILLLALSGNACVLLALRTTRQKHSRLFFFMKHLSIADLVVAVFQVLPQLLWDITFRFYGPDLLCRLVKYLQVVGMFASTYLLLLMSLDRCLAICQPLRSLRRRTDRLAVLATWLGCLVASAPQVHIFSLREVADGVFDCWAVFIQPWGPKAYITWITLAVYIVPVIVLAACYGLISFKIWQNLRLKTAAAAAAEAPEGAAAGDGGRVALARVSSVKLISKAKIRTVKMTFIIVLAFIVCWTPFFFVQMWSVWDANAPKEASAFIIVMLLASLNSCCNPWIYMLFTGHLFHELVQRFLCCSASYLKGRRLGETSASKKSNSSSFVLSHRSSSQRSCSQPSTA
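assay system = CHO-OTR cells, human receptor | schedule = compound 6 min at room temperature before oxytocin, 100 s read | detection = Fluo-8 intracellular calcium fluorescence, ex 470-495, em 515-575 nm | evaluation = normalized max/min fluorescence ratio, % activation | control set = EC15 oxytocin alone as 0%, 75 nM oxytocin (EC100) as 100%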
CHO-K1 Ca ag: counter-screen for M1 agonists: effect in parental CHO-K1 cells; Fluo-8 calcium fluorescence; scaled to maximal ATP response, vehicle zero; activation, % at 3 µM; 0.48% of 360,000 active; AID 602248, 2012; in the data active = activation above about 15%;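 note: untransfected CHO-K1 host cells lacking M1 receptor as counterscreen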
CHRM1 PAM: human M1 muscarinic receptor positive allosteric modulators, primary screen, CHO-K1 cells, Fluo-8 calcium fluorescence, 1536-well; 0.088% of 360,000 active; activation, % at 3 µM; Muscarinic acetylcholine receptor M1 (Homo sapiens), P11229; CHO-K1 hM1, ACh EC20; 0% = ACh EC20, 100% = maximal ACh; AID 588819, 2011; in the data active = activation above about 19%, passing the limit was not always enough
CHO-K1 Ca antag: counter-screen for M1 antagonists: effect in parental CHO-K1 cells; ATP-induced calcium, Fluo-8 fluorescence; inhibition, % at 3 µM; 0.6% of 360,000 active; AID 602250;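 active = inhibition above a per-plate cutoff, the plate's mean sample inhibition plus 3 SD, cut at about 24% in these data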;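 note: 0% = DMSO plus EC80 ATP and 100% = DMSO alone without ATP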
CHRM4 agonist: human M4 muscarinic receptor agonists, primary screen, CHO-K1 cells, Fluo-8 calcium fluorescence. activation, % at 3 µM. CHO-K1 hM4/Gqi5; vehicle 0%, full acetylcholine response 100%. AID 624127, 2012. 0.14% of 360,000 active. Muscarinic acetylcholine receptor M4 (Homo sapiens), P08173;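 active = activation above the run mean over all test wells plus 3 SD, cut at about 32% in these data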;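 note: peak over basal fluorescence ratio per well then scaled between controls; 0% = DMSO wells and 100% = acetylcholine at EC100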
The depositor's hits bear a star; · = no result given.

SMILES	CHRM4 antagonist	CHRM1 antagonist	CHO parental Ca	M1 ag	OXTR potentiate	CHO-K1 Ca ag	CHRM1 PAM	CHO-K1 Ca antag	CHRM4 agonist
COC(=O)c1[nH]c2cccc(OC)c2c1NC(=O)CN1CC2(C)CC1CC(C)(C)C2 (stereo unspecified)	-3	-14	-18	-3	-12	0.2	7	-5	0
CCOc1ccccc1NC(=O)CN(c1cc(C)cc(C)c1)S(=O)(=O)c1c(C)noc1C	7	-7	-6	-1	-1	0.0	5	-6	0
COc1ccc(CCNC(=O)CSc2nc3ccsc3c(=O)n2Cc2ccccn2)cc1OC	-3	2	·	-5	·	0.4	-2	-8	1
CCCC(=O)N1c2ccc(-c3csc(N)n3)cc2CC1C (stereo unspecified)	-2	0	-18	-3	-10	-0.6	10	6	-1
O=C1NC2=C(CCc3ccccc32)C(c2ccc(Br)cc2)N1 (stereo unspecified)	9	-7	5	-5	-2	1.0	5	-4	1
CC(=O)NC(C)(c1ccccc1)c1nc(/C=C/c2ccccc2)cs1 (stereo unspecified)	-1	-5	·	1	·	0.1	17	2	1
Nc1cccnc1Oc1ccc(F)cc1	-2	3	-11	-2	-3	3.8	-7	-10	11
C=C(C)COc1ccc(-c2[nH]ncc2-c2ccccc2OC)c(O)c1	4	1	13	-5	-18	0.2	-3	3	-2
Cc1nc(-c2ccc(S(=O)(=O)NCc3cccnc3)s2)cs1	-18	8	-1	-5	-7	13	-7	3	7
CC(=O)NC(c1ccc(F)c(F)c1)c1nc(-c2ccccc2C)cs1 (stereo unspecified)	2	-8	·	1	·	0.0	8	-2	1
O=C1NC[C@@H](CCCCN2CCN(CCc3ccccc3)C(=O)C2=O)N(CCC2CCCCC2)C1=O	-13	·	·	·	·	0.9	·	-26	1
CCCc1c(C(=O)N/N=C/c2cccnc2)nnn1-c1nonc1N	4	0	-2	0	-5	4.3	1	-12	6
O=C(O)/C=C\C(=O)NCc1ccccc1	-6	-13	-5	-2	-13	0.7	8	-3	1
COc1cccc(C(=O)NNC(=O)c2ccccc2)c1	0	-16	·	-1	·	1.4	9	-13	1
CCN(C(=O)CSc1nc2nc(C)cc(C)n2n1)C1CCS(=O)(=O)C1 (stereo unspecified)	1	3	3	-5	-11	0.2	4	-11	0
Cc1cc(C)c2nc(NC(=O)[C@@H](NC(=O)c3cccc(S(=O)(=O)N4CCOCC4)c3)C(C)C)sc2c1	9	6	-14	-8	-7	-0.2	-8	4	-1
CCCN(CCC)S(=O)(=O)c1cc(Br)cc2c1N(C(=O)CC)CC2	-4	-1	12	-2	-15	0.9	1	3	2
Nc1nnc2cc(F)ccc2n1	-8	-7	·	-2	·	0.3	6	-9	1
CC1=CCC2C(=O)N(c3cccc(C(=O)NC(C)c4ccccc4)c3)C(=O)C2C1 (stereo unspecified)	-13	-7	-6	-2	-3	1.7	6	-11	3
O=C(NNC1=NS(=O)(=O)c2ccccc21)c1cccc([N+](=O)[O-])c1	0	-1	0	0	-1	0.5	1	-6	1
COc1ccc(/C=N/NC(=O)c2ccc(Br)cc2)cc1Cn1cc(Cl)cn1	-8	-3	-20	-11	-3	0.9	3	-7	2
CCN(CC)C(=O)Cn1cc(C(=O)C(=O)N2CCN(C)CC2)c2ccccc21	-4	-13	-3	-1	-4	0.3	10	7	1
COc1ccccc1Nc1cc(C(=O)NCc2cccnc2)c2ccccc2n1	21	22	-24	-2	-15	7.3	-11	-5	11
O=C(NCCCN1CCOCC1)c1ccccc1NS(=O)(=O)c1cc([N+](=O)[O-])ccc1Cl	-15	-16	-10	-8	1	0.0	14	-6	1
O=C1N=C(N2CCOCC2)S/C1=C\c1ccccc1OS(=O)(=O)c1ccccc1	4	-1	-9	-1	-7	2.4	2	-6	4

The list goes on, starting with the last 5 of the part before.
SMILES	CHRM4 antagonist	CHRM1 antagonist	CHO parental Ca	M1 ag	OXTR potentiate	CHO-K1 Ca ag	CHRM1 PAM	CHO-K1 Ca antag	CHRM4 agonist
COc1ccc(/C=N/NC(=O)c2ccc(Br)cc2)cc1Cn1cc(Cl)cn1	-8	-3	-20	-11	-3	0.9	3	-7	2
CCN(CC)C(=O)Cn1cc(C(=O)C(=O)N2CCN(C)CC2)c2ccccc21	-4	-13	-3	-1	-4	0.3	10	7	1
COc1ccccc1Nc1cc(C(=O)NCc2cccnc2)c2ccccc2n1	21	22	-24	-2	-15	7.3	-11	-5	11
O=C(NCCCN1CCOCC1)c1ccccc1NS(=O)(=O)c1cc([N+](=O)[O-])ccc1Cl	-15	-16	-10	-8	1	0.0	14	-6	1
O=C1N=C(N2CCOCC2)S/C1=C\c1ccccc1OS(=O)(=O)c1ccccc1	4	-1	-9	-1	-7	2.4	2	-6	4
O=C(Nc1c2c(nn1-c1ccc(Cl)cc1)CS(=O)(=O)C2)c1ccc2c(c1)OCO2	-4	-3	-18	-3	-2	0.3	-1	-37	0
NC(=O)C1CCN(c2nnnn2-c2ccccc2)CC1	2	-10	-2	-1	-5	0.0	7	-11	0
CC(C)Cc1ccc(S(=O)(=O)N2CCN(C(=O)c3ccco3)CC2)cc1	-7	-1	-20	2	-12	6.0	-1	-6	3
COCCn1c(NC(=S)NC(=O)C23CC4CC(CC(C4)C2)C3)cc(=O)[nH]c1=O	-4	-9	4	-3	-17	15	4	8	0
Cn1c(SCC(=O)NCCc2ccccc2)nc2c([nH]c3ccccc32)c1=O	-1	-12	-17	-10	-8	0.4	11	-5	1
Cc1ccc2c(C)c(C(=O)NCc3ccc(S(N)(=O)=O)cc3)oc2c1C	-8	10	5	-1	-8	0.4	-7	5	2
O=C(C[n+]1cccc2ccccc21)c1ccc(Cl)cc1	8	2	0	-10	-10	-0.1	-2	-8	1
CCCOC(=O)Nc1cc(OC)c(Cl)cc1OC	9	6	-23	-6	-7	-0.5	-6	-2	-1
O=C(c1cc(-c2cccc(Br)c2)nc2ccccc12)N1CCCC1	-12	-8	-31	3	-7	2.6	9	-7	10
C[n+]1ccc(/C=C/c2ccccc2O)c2ccccc21	5	16	-10	-13	-3	-0.2	-20	3	0
COc1ccc(N2CCN(C(=O)CSc3nnc(NC(=O)C4CCC4)s3)CC2)cc1	7	23	3	-6	-2	0.8	-13	-2	1
Cc1ccc(C)c(NC(=O)CN(C)C(C)C(=O)N2CC(C)CC(C)C2)c1 (stereo unspecified)	-12	-10	·	-4	·	1.5	8	-5	2
Fc1ccc(-c2nc3c(-c4ccccc4)cnn3cc2CCN2CCOCC2)cc1	-10	-6	-17	-5	-14	2.1	8	-12	5
Cc1c(C)c2ccc(OCC(=O)NC(Cc3ccc(Cl)cc3)C(=O)O)cc2oc1=O (stereo unspecified)	5	-2	-6	-4	4	-0.3	2	2	-1
C[C@H]1CN([C@@H](C)CO)C(=O)Cc2cc(NC(=O)CCC(F)(F)F)ccc2O[C@H]1CN(C)CC1CC1	-1	11	-1	-5	-1	0.9	-1	0	1
COc1ccc(C2=NOC(C(=O)Nc3cc(Br)ccc3O)C2)cc1OC (stereo unspecified)	14	-1	6	-2	-10	0.8	0	-9	5
Cc1ccc(S(=O)(=O)N2[C@@H](c3ccccc3F)C(C(=O)O)=CC[C@H]2c2ccc(Cl)c(Cl)c2)cc1	-3	-22	-10	-5	-12	-0.3	10	-9	1
Cc1ccc(OCC(=O)N(C)CC(=O)Nc2ccc(F)c(F)c2F)cc1	-23	-26	-16	-2	-6	0.8	10	-9	1
CCCCSc1ccc(NC(=O)c2cccnc2)cc1	-5	-3	-15	2	-3	1.9	2	-37	5
Cc1nn(C(C)C(=O)NCc2ccccc2F)c(=O)c2nn(-c3ccccc3)c(C)c12 (stereo unspecified)	-1	-15	-16	-5	4	1.9	9	-11	0
Cc1ccc(N/N=C(\C#N)C(N)=S)cc1C	9	5	5	0	-33	16*	1	7	18
CC1(C(=O)O)CCC(C(=O)N2CCOCC2)C1(C)C (stereo unspecified)	3	-17	-3	-3	-13	2.3	6	-4	0
Cc1c([N+](=O)[O-])cc(C(=O)Oc2cccc(C(=S)N3CCOCC3)c2)cc1[N+](=O)[O-]	-1	-12	-14	-5	-2	1.3	9	1	1
COc1ccc(C2CC(=O)Oc3c(C(CCN4CCOCC4)c4cc(OC)c(OC)c(OC)c4)c(OC)cc(OC)c32)cc1 (stereo unspecified)	2	-1	-13	-8	-9	-0.2	2	-4	2
CCOC(=O)C1CCN(C(c2cccc(F)c2)c2sc3nc(C)nn3c2O)CC1 (stereo unspecified)	-4	-5	-3	-3	-3	0.6	4	-8	1
CCN1CCCc2cc(CN(CCN3CCOCC3)C(=S)Nc3cc(F)cc(F)c3)ccc21	11	11	-31	-7	-11	-0.6	-5	22	0

Two compounds drawn at random from those above, as already listed:
SMILES	CHRM4 antagonist	CHRM1 antagonist	CHO parental Ca	M1 ag	OXTR potentiate	CHO-K1 Ca ag	CHRM1 PAM	CHO-K1 Ca antag	CHRM4 agonist
Cc1nn(C(C)C(=O)NCc2ccccc2F)c(=O)c2nn(-c3ccccc3)c(C)c12 (stereo unspecified)	-1	-15	-16	-5	4	1.9	9	-11	0
CCOC(=O)C1CCN(C(c2cccc(F)c2)c2sc3nc(C)nn3c2O)CC1 (stereo unspecified)	-4	-5	-3	-3	-3	0.6	4	-8	1

This is a random part of the collection; any-hit rate near 2.9%.
